NR2E3 ag-1: NR2E3 (human) agonism. inhibition of corepressor binding, % at 4.78 µM. GST-NR2E3/biotin-RetCOR TR-FRET, 1536-well. 0.12% of 320,000 active. AID 2300. Q9Y5X4;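 active = percent inhibition above the cutoff of mean plus 3 SD of all tested compounds, set per screening campaign, cut at about 20% in these data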;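 note: 0% = DMSO wells and 100% = biotin wells as full block of FRET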
Target sequence (Q9Y5X4 whole entry, looked up): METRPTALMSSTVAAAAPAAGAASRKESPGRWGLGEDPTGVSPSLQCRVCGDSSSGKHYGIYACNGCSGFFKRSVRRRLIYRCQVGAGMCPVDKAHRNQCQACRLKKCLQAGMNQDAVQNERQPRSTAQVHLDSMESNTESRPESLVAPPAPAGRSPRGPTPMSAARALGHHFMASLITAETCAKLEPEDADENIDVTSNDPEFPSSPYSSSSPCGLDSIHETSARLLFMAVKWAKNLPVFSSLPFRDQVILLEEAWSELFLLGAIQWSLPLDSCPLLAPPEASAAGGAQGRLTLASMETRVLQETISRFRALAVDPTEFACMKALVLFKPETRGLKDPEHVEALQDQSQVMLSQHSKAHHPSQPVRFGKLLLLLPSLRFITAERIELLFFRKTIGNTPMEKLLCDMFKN
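Assay system: NR2E3–RetCOR corepressor complex. Quantity: 1.35 nM GST-NR2E3. Buffer or medium: pH 7.5 Tris-based buffer. Reagent: biotinylated RetCOR corepressor at 7 nM final. Schedule: 5 h at 4 °C. Detection: TR-FRET, emission read at 617 and 671 nm. Replicates: one well per compound, singlicate testing.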
iPSC survival up: increases survival of single human iPS cells; survival enhancement, % at 20 µM; hiPSC single-cell survival, ATPlite luminescence; 100% = ROCK inhibitor wells, 0% = DMSO; 0.044% of 360,000 active; AID 602274; in the data active = survival enhancement above about 18%;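 note: cells exposed to compounds for 16 hours before the ATP read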
HTR2A ag: activates the mouse 5-HT2A serotonin receptor. CHO-K1 mHTR2A beta-arrestin complementation, luminescence; percent of 30 µM serotonin response. AID 624169. 0.66% of 360,000 active. P35363. activation, % at 7.6 µM;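 active = activation above a run cutoff, the mean activation of all tested compounds plus 3 SD, cut at about 14% in these data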;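 note: 0% = plate median of compound wells and 100% = 30 µM serotonin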
Target sequence (P35363 whole entry, looked up): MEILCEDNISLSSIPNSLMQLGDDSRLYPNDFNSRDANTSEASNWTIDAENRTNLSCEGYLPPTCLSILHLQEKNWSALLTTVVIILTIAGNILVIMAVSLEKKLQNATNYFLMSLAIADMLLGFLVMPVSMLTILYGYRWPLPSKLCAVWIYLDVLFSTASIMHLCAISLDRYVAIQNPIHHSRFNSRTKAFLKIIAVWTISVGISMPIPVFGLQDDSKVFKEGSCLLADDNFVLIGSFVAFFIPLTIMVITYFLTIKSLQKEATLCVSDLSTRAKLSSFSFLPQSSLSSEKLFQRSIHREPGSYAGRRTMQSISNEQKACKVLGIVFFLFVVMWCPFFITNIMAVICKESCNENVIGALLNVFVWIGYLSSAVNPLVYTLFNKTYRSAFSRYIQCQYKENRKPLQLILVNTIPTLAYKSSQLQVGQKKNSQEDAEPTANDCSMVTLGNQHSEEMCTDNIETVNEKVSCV
PDI turbidity: PDI (human) enzyme inhibition | 0.052% of 350,000 active | P07237 | PDI insulin aggregation turbidity, A650, 90 min | inhibition, % at 10 µM;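 active = mean inhibition across replicates of 30% or more, whatever share of single replicates reach that level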;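 note: absorbance from insulin aggregation driven by PDI reduction with DTT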
TRPM1 prom inh: MITF TRPM1 promoter inhibition in SK-MEL-5 cells. inhibition, % at 12.5 µM. 0.83% of 330,000 active. SK-MEL-5 TRPM1 promoter luciferase, 24 h;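 active = mean inhibition across replicates of 60% or more, whatever share of single replicates reaches that level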; note: values of inactives mirror those of a sister screen read the other way
Peg3 promoter: Peg3 promoter activity inhibition | HeLa PEG-Prom luciferase reporter, luminescence, overnight | inhibition, % at 20 µM | 1.7% of 360,000 active | AID 588405;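 active = inhibition of at least 50% at 20 µM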
H9c2 protect: modulators protecting cardiomyocytes from myocardial damage; H9c2 cardiomyocytes, H2O2 injury protection, ATPLite, 2 h; protection from H2O2 cell death, % at 20 µM; 0.63% of 360,000 active; AID 588492;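 active = compounds giving at least 50% protection of heart cells from peroxide-induced death in the single-dose screen, raw or plate-pattern-corrected value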;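 note: 0% = DMSO wells with peroxide and 100% = DMSO wells without peroxide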
Shn3 inh set2: Schnurri-3 reporter inhibition in Clone20 osteoblasts; inhibition, % at 12.5 µM; Clone20 osteoblast Shn3 3'UTR firefly luciferase, 24 h; AID 588674; 0.52% of 360,000 active;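 active = mean inhibition of at least 75% with every replicate also reaching 75%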;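 note: 0% = median of neutral control wells and 100% = pilot-screen positive control compound; some compounds past the cut are filed as inactive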
CaV13 FRET inh: Primary screen for inhibitors of IQ motif and Ca2+-dependent inactivation inhibitor domain binding in CACNA1D, Förster resonance energy transfer in living cells, …. HEK cells, CFP/YFP FRET ICDI-IQ, plate reader, 10 min; percent FRET-ratio fall versus neutral wells. inhibition, % at 12.3 µM. 0.098% of 340,000 active;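 active = mean replicate inhibition of at least 30% and at least 1% of replicates passing that level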;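 note: 0% = median of the neutral control wells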
HIF-2a block: inhibitors of HIF-2a. 0.72% of 360,000 active. 786-0 RCC cells HIF-2a reporter, luciferase luminescence, overnight. AID 624352. inhibition, % at 18.8 µM;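 active = inhibition of the luminescence signal of 40% or more relative to plate controls, in a single-dose primary screen at 18.75 µM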
NR2E3 ag-2: agonists of human NR2E3 nuclear receptor; inhibition of corepressor binding, % at 3.98 µM; AID 602229; CHO-S Gal4-NCOR/VP16-NR2E3 two-hybrid, luciferase; 0.35% of 360,000 active;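 active = inhibition above the mean of all tested compounds plus 3 SD, cut at about 70% in these data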;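 note: 0% = DMSO with NR2E3 transfected cells and 100% = cells lacking NR2E3 construct; higher means lower luciferase signal from less NR2E3 corepressor binding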
* hit, by the source's call; . = not tested or not shown. Not a hit list; any-hit rate near 3.9%.

1: CCN(CC)CCCN(C(=O)c1ccc(F)cc1)c1nc(-c2ccc(OC)cc2)cs1
2: CCOc1ccccc1C(c1c(C)n(C)n(-c2ccccc2)c1=O)c1c(C)n(C)n(-c2ccccc2)c1=O
3: O=C(Nc1ccc(F)cc1)c1ccc(C(=O)N2CCCC(O)C2)cc1 (stereo not given)
4: CCN(CC(=O)Nc1ccc(NC(C)=O)cc1)C(=O)COc1ccccc1Cc1ccccc1
5: CC[C@]12c3[nH]c4cc(CCC(=O)N(C)C)ccc4c3CCN1C(=O)[C@@H](CC(=O)NCCCN(C)C)C[C@@H]2C(=O)N1CCN(C(=O)C2CC2)CC1
6: COc1cc(/C=C(/C#N)C(=O)Nc2ccc(C)cc2)ccc1Oc1nc(Cl)ncc1F
7: COc1ccc(-n2nc3c(N4CCC(C(=O)NCc5cccc(C)c5)CC4)nnc(C)c3c2C)cc1
8: CCN=C1S/C(=C\c2cc(Cl)c(OC)c(OC)c2)C(=O)N1CC
9: CN(C)c1nc(NCc2ccccc2)nc(N/N=C/c2ccc(Br)cc2)n1
10: O=C(O)c1ccc(N/N=C/c2ccc3nccnc3c2)cc1
Compound	1	2	3	4	5	6	7	8	9	10
NR2E3 ag-1	3	0	-3	.	.	-4	-70	-1	2	-13
iPSC survival up	-0.9	-0.6	0.0	-0.4	4.4	5.1	-0.5	1.0	1.1	-0.4
HTR2A ag	8	3	-1	-7	-2	-1	-9	-1	-8	1
PDI turbidity	4	3	-3	6	5	8	-6	4	7	7
TRPM1 prom inh	-6	7	-4	1	3	13	95*	-36	-6	99*
Peg3 promoter	-6	13	3	16	4	51*	99*	-25	8	99*
H9c2 protect	-2	7	0	1	-14	-7	-16	2	-15	-3
Shn3 inh set2	49	17	-3	11	-34	-3	-23	23	9	80
CaV13 FRET inh	-6	-5	-5	-3	-4	-2	-3	-17	-5	-20
HIF-2a block	6	14	-7	23	2	13	67*	4	17	91*
NR2E3 ag-2	-9	13	-14	15	-27	-23	0	-33	8	28

One compound at a time, as listed above.
O=C(Nc1ccc(F)cc1)c1ccc(C(=O)N2CCCC(O)C2)cc1 (stereo not given) is listed with NR2E3 ag-1: -3; iPSC survival up: 0.0; HTR2A ag: -1; PDI turbidity: -3; TRPM1 prom inh: -4; Peg3 promoter: 3; H9c2 protect: 0; Shn3 inh set2: -3; CaV13 FRET inh: -5; HIF-2a block: -7; NR2E3 ag-2: -14
CCN(CC)CCCN(C(=O)c1ccc(F)cc1)c1nc(-c2ccc(OC)cc2)cs1 is listed with NR2E3 ag-1: 3; iPSC survival up: -0.9; HTR2A ag: 8; PDI turbidity: 4; TRPM1 prom inh: -6; Peg3 promoter: -6; H9c2 protect: -2; Shn3 inh set2: 49; CaV13 FRET inh: -6; HIF-2a block: 6; NR2E3 ag-2: -9

Next part.
11: COc1ccc(-c2cc(C(=O)Nc3ccc4c(c3)OCO4)no2)cc1
12: COc1nnc(-c2ccc(C)c(S(N)(=O)=O)c2)c2ccccc12
13: O=C(O)c1ccc(-n2cccc2/C=C2/SC(=O)N(CC(=O)N3CCCC3)C2=O)cc1
14: O=C(NOCc1ccccc1)c1ccccc1
15: CCOc1ccc(C(=O)NCC(=O)N2CCN(c3ccc(C(F)(F)F)cn3)CC2)cc1
16: CCOC(=O)C1CCN(Cc2c(O)c3ccccc3oc2=O)CC1
17: Cc1ccc(-c2nnn(CC(=O)N(CC(=O)NC3CCCCC3)c3cccc(F)c3)n2)o1
18: CC1=C(C(=O)N(C(C)C)C(C)C)CC(CC(=O)NC2CC2)C(=O)N1CCCN1CCCC1=O (stereo not given)
19: CC1CCCC(NC(=O)Cn2cc(C(F)(F)F)cc(Cl)c2=O)C1C (stereo not given)
20: O=Cc1cc2ccccc2nc1SCc1ccc(Cl)c(Cl)c1
Compound	11	12	13	14	15	16	17	18	19	20
NR2E3 ag-1	0	0	21*	-2	1	3	.	.	0	0
iPSC survival up	-0.5	0.4	0.2	3.3	-0.5	-1.7	0.1	-2.4	-0.4	-0.9
HTR2A ag	4	0	2	-9	7	0	-1	0	-1	2
PDI turbidity	-2	5	-2	15	-2	-4	-2	.	13	0
TRPM1 prom inh	-15	2	3	-32	6	-1	-9	.	6	52
Peg3 promoter	-22	12	-10	-127	13	4	16	8	7	19
H9c2 protect	-7	9	4	-13	-7	-6	1	3	6	-10
Shn3 inh set2	26	9	10	-62	16	-15	13	14	-6	16
CaV13 FRET inh	-4	-5	-3	-5	-2	-7	-7	-6	-2	.
HIF-2a block	-18	15	4	-124	6	6	14	2	-6	6
NR2E3 ag-2	-22	18	-54	-137	22	28	-41	-14	2	-22

21: CCOC(=O)c1[nH]c2ccccc2c1NC(C)=O
22: O=C(CSC1=NCCS1)N1CCN(c2ccccc2)CC1
23: COC(=O)c1ccc(NC(=S)NC(=O)c2cc(-c3ccccc3)nc3ccccc23)cc1
24: O=C(NCc1cccnc1)C(=O)NCC(c1ccco1)N1CCN(c2ccccc2F)CC1 (stereo not given)
25: CCc1nc2ccc(C(=O)N(C)Cc3ccco3)cn2c1N(CC)C(=O)NCCc1ccccc1
26: COc1cc(/C=C/c2ccc(O)cc2)cc(OC)c1
27: O=C1c2ccccc2C(=O)N1CCCc1nc(-c2ccc(Cl)cc2)no1
28: Cc1ccc2nc(C)c(C)nc2c1N
29: CC(C)C(NC(=O)c1ccccc1)C(=O)OCc1cc([N+](=O)[O-])cc2c1OCOC2 (stereo not given)
30: C[C@@H]1CN([C@@H](C)CO)C(=O)CCCn2nncc2CO[C@H]1CN(C)C(=O)NC1CCCCC1
Compound	21	22	23	24	25	26	27	28	29	30
NR2E3 ag-1	2	1	-1	-1	.	-4	2	-2	2	.
iPSC survival up	-0.4	-2.0	1.4	-1.3	-3.6	-1.3	-0.7	-0.3	1.4	2.8
HTR2A ag	0	7	-1	13	0	-2	-1	0	7	3
PDI turbidity	9	-1	16	-28	-1	.	24	3	8	2
TRPM1 prom inh	.	-4	-2	11	.	.	.	-11	2	.
Peg3 promoter	0	-21	9	35	-29	-282	-10	-8	-4	1
H9c2 protect	2	3	2	19	0	-8	-8	5	-13	7
Shn3 inh set2	7	-43	16	18	-32	-81	-27	-8	11	-2
CaV13 FRET inh	-7	0	-4	-6	-10	.	-4	-7	-3	-5
HIF-2a block	12	-25	14	13	-50	-212	6	-14	-9	7
NR2E3 ag-2	-11	4	-36	-16	2	-74	-17	-37	-2	4

31: Cc1cc(C(=O)NCc2cccs2)ccc1[N+](=O)[O-]
32: COc1ccccc1N1CCN(C(=O)c2cc(-c3cccs3)on2)CC1
33: CCOC(=O)c1c(C)[nH]c(C(=O)OCC(=O)Nc2sc(C(=O)N(C)C)c(C)c2C(=O)OCC)c1C
34: CSc1oc(-c2ccc(F)cc2)nc1S(=O)(=O)c1ccccc1
35: CCN1CCN(Cc2ccc(OC)c(OCc3ccccc3)c2)CC1
36: O=C(Nc1nnc(Cc2ccccc2)s1)c1ccccc1
37: O=C(NCC(=O)N(CC1CCCO1)C(C(=O)NC1CCCCC1)c1ccccc1)c1ccco1 (stereo not given)
38: Cc1nc(COc2cc3oc(=O)cc(C)c3cc2Cl)cs1
39: O=C(COC(=O)c1ccccn1)Nc1nc(-c2ccccc2)cs1
40: COc1ccc(NC(=O)N2CCC(O)(c3cccnc3)CC2)c(OC)c1
Compound	31	32	33	34	35	36	37	38	39	40
NR2E3 ag-1	5	3	-3	1	3	0	2	6	4	-1
iPSC survival up	-0.6	2.1	-0.3	2.5	3.7	0.3	-0.8	0.3	-0.6	4.0
HTR2A ag	-1	-6	2	-8	-3	-1	1	1	-7	4
PDI turbidity	-4	-1	-2	-8	-2	15	2	6	4	1
TRPM1 prom inh	-8	-8	4	-17	-7	-53	-6	0	-41	-2
Peg3 promoter	-57	1	7	-5	5	-165	4	-49	-101	10
H9c2 protect	-4	1	27	-1	-4	-3	3	5	-4	6
Shn3 inh set2	-30	19	9	7	-33	-86	2	-4	-34	2
CaV13 FRET inh	-5	-7	-6	-4	-5	-19	-5	-7	-18	.
HIF-2a block	-71	-105	4	3	20	-188	13	-25	-125	-10
NR2E3 ag-2	-6	-30	-25	-10	0	-79	-25	-33	-80	27

41: N#CCCC(CCC#N)C1=NCCc2ccccc21
42: Cc1ccc(C)c(NS(=O)(=O)c2ccc3[nH]c(=O)[nH]c3c2)c1
43: O=S(=O)(c1ccc(Cl)cc1)n1ccc2cccnc21
44: O=C(O)CCC(=O)N(Cc1cccs1)Cc1cccs1
45: CCOC(=O)/C(C)=C1\NC(C)(C)Cc2ccccc21
46: Cc1ccc(C(=O)N2CCN(C)CC2)cc1S(=O)(=O)N1CCCCC1
Compound	41	42	43	44	45	46
NR2E3 ag-1	2	-7	2	2	.	.
iPSC survival up	-0.1	-0.5	-1.7	2.4	-1.9	1.5
HTR2A ag	-1	-4	3	-2	2	-2
PDI turbidity	3	2	-16	-2	2	1
TRPM1 prom inh	-2	6	1	-11	15	10
Peg3 promoter	13	19	20	-3	27	9
H9c2 protect	-2	-5	13	3	-11	3
Shn3 inh set2	-12	14	98*	-20	4	17
CaV13 FRET inh	-4	-5	-3	-4	-4	.
HIF-2a block	23	15	22	18	8	6
NR2E3 ag-2	3	-4	-8	17	-5	-12
